# mut p53 react – mutant p53 pathway reactivation; SW480 PUMA-promoter luciferase; activation, % at 9.98 µM; 28,000 tested, 1.5% active; AID 624151; in the data active means activation above about 52%; inconclusive means no clear call, values can overlap the other calls
# STK33 kin inh – inhibitors of human STK33 kinase. AID 2322. ADP-Glo luminescence, MBP substrate. 27,000 tested, 0.44% active. inhibition, % at 12.5 µM; in the data active means inhibition above about 20%; inconclusive means no clear call, values can overlap the other calls
# Target sequence (Q9BYT3 whole entry, looked up): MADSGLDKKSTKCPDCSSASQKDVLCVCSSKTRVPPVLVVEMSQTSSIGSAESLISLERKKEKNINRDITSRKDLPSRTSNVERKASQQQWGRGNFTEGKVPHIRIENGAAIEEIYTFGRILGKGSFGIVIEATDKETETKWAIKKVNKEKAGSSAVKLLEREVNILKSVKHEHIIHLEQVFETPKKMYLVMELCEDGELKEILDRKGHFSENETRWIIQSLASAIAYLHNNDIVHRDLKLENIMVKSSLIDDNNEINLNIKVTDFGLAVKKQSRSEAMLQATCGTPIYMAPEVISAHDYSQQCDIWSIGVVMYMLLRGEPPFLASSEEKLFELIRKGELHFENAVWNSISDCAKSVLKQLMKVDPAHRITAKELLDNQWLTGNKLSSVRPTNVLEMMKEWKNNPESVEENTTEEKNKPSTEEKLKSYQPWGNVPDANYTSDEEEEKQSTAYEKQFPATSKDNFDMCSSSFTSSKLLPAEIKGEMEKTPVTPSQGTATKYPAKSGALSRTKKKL
# * marks the source's active call; other numbers are inactive results; ? = inconclusive; . = not tested or not shown.
1	Cc1ccc(-n2nc3ccc(NC(=O)COc4ccccc4C)cc3n2)cc1
2	C=C1CC[C@@H](C)[C@](C)(CCc2ccoc2)C/C=C\C=C/1C(=O)O
3	CC(=O)OCCCNC(=O)c1cc2ccccc2oc1=O
4	Cc1ccc(S(=O)(=O)Nc2ccc3c(c2)CC(=O)N([C@H](C)CO)C[C@H](C)[C@H](CN(C)S(C)(=O)=O)O3)cc1
5	C[C@H](CO)N1C[C@H](C)[C@H](CN(C)CC2CCCCC2)Oc2ccc(NC(=O)Nc3ccc4c(c3)OCO4)cc2CC1=O
6	CC(C)NC(=O)N(C)C[C@@H]1Oc2ccc(NS(C)(=O)=O)cc2CC(=O)N([C@@H](C)CO)C[C@@H]1C
screen / no. | 1 | 2 | 3 | 4 | 5 | 6
mut p53 react | -28 | 9 | 1 | . | . | .
STK33 kin inh | 2 | -1 | 0 | 3 | 0 | -1

7	Cc1ccccc1N(CC(=O)Nc1cccc2ccccc12)S(C)(=O)=O
8	C[C@@H]1CCCCO[C@@H](CN(C)S(=O)(=O)c2cn(C)cn2)[C@H](C)CN([C@H](C)CO)C(=O)c2cc(NC(=O)Nc3ccc4c(c3)OCO4)ccc2O1
9	O=S(=O)(c1ccccc1)c1nc(-c2ccccc2)oc1NCC1CCCO1 (configuration not stated)
10	CC(C)NC(=O)Nc1ccc2c(c1)C(=O)N([C@H](C)CO)C[C@H](C)[C@H](CN(C)C)O2
11	COc1cc(Cl)c(C)cc1NC(=O)CSc1nnnn1-c1ccccc1
12	C[C@@H]1CN([C@H](C)CO)C(=O)c2cccc(NC(=O)c3ccncc3)c2O[C@@H]1CN(C)Cc1ccc(Oc2ccccc2)cc1
screen / no. | 7 | 8 | 9 | 10 | 11 | 12
mut p53 react | -6 | -2 | 7 | 4 | -16 | 2
STK33 kin inh | 0 | . | 7 | 0 | -6 | .

13	Cc1noc(C)c1S(=O)(=O)Nc1ccc2c(c1)CC(=O)N([C@H](C)CO)C[C@@H](C)[C@H](CN(C)C(=O)Nc1cccc3ccccc13)O2
14	C[C@H]1CN([C@@H](C)CO)C(=O)c2cc(NS(=O)(=O)c3ccc(Cl)cc3)ccc2O[C@H]1CN(C)Cc1ccc(C(=O)O)cc1
15	O=C(Nc1ccc2c(c1)OCCO2)C1CCCN(S(=O)(=O)c2ccc(F)cc2)C1 (configuration not stated)
16	Cc1ccccc1-c1nnc(SCC(=O)Nc2ccc(F)c(F)c2)n1C
17	C[C@H](CO)N1C[C@H](C)[C@@H](CN(C)S(=O)(=O)c2cccs2)Oc2ccc(NS(C)(=O)=O)cc2C1=O
18	C[C@H]1CN([C@@H](C)CO)C(=O)c2cc(C#CC(C)(C)O)cnc2O[C@H]1CN(C)Cc1cccc(F)c1
screen / no. | 13 | 14 | 15 | 16 | 17 | 18
mut p53 react | . | . | -1 | 9 | 15 | 6
STK33 kin inh | -2 | 0 | 1 | 3 | . | .

19	Cc1ccnc(SCC(=O)Nc2oc(-c3ccccc3)c(-c3ccccc3)c2C#N)n1
20	COc1ccc(S(=O)(=O)N(C)C[C@@H]2Oc3ccc(NC(=O)Cc4cn(C)c5ccccc45)cc3CC(=O)N([C@H](C)CO)C[C@@H]2C)cc1
21	COc1ccc(NC(=O)Nc2ccc3c(c2)C(=O)N([C@H](C)CO)C[C@H](C)[C@@H](CN(C)Cc2ccc(C(=O)O)cc2)OCCCC[C@@H](C)O3)cc1
22	CC(C)NC(=O)N(C)C[C@H]1OCCCC[C@@H](C)Oc2ccc(NC(=O)CCC(F)(F)F)cc2C(=O)N([C@H](C)CO)C[C@@H]1C
23	Cc1cc(NC(=O)C(=O)NCCCn2ccnc2)ccc1Br
24	C[C@H](CO)N1C[C@H](C)[C@@H](CN(C)S(C)(=O)=O)Oc2ncc(-c3ccc(F)cc3)cc2C1=O
screen / no. | 19 | 20 | 21 | 22 | 23 | 24
mut p53 react | 10 | -12 | . | 3 | 25 | -5
STK33 kin inh | -6 | 5 | 1 | -2 | 0 | .

25	Cc1noc(C)c1NC(=O)N(C)C[C@H]1Oc2ccc(NC(=O)Cc3cn(C)c4ccccc34)cc2CC(=O)N([C@H](C)CO)C[C@H]1C
26	CCCCNc1c(C(=O)OCC)c(C)nc2c1cnn2CC
27	CC(C)(C)SCCNc1nc(Sc2ccc(Cl)cc2)nc(N2CCSCC2)n1
28	CC(=O)c1cccc(NC(=O)CN(c2cc(Cl)c(Cl)cc2Cl)S(C)(=O)=O)c1
29	Cc1noc(C)c1NC(=O)N(C)C[C@@H]1Oc2ncc(/C=C/c3ccccc3)cc2C(=O)N([C@@H](C)CO)C[C@H]1C
30	COc1ccc(S(=O)(=O)N(C)C[C@@H]2Oc3ccc(NS(=O)(=O)c4cn(C)cn4)cc3C(=O)N([C@@H](C)CO)C[C@H]2C)cc1
screen / no. | 25 | 26 | 27 | 28 | 29 | 30
mut p53 react | -11 | -3 | -17 | -9 | 12 | 7
STK33 kin inh | 0 | -3 | . | 5 | . | .

31	C[C@@H]1CN([C@H](C)CO)C(=O)c2cccc(NS(=O)(=O)c3ccccc3)c2O[C@@H]1CN(C)C(=O)Nc1ccc2c(c1)OCO2
32	CC1(C)CC(=O)C2=C(C1)N(CCCN1CCOCC1)C(=O)C2(NC(=O)c1ccccc1)C(F)(F)F (configuration not stated)
33	C[C@@H]1CN([C@H](C)CO)C(=O)c2cc(NC(=O)Cc3cn(C)c4ccccc34)ccc2O[C@H]1CN(C)Cc1ccc(Oc2ccccc2)cc1
34	COc1ccc([Si](C)(C)[C@@H]2[C@@H](CC(=O)N3CCC[C@H]3CO)O[C@]3(C(=O)N(Cc4ccc(I)cc4)c4ccccc43)[C@H]2C)cc1
35	CC(C)NC(=O)N(C)C[C@@H]1OCCCC[C@H](C)Oc2ccc(NS(=O)(=O)c3ccccc3)cc2C(=O)N([C@@H](C)CO)C[C@@H]1C
36	Cc1noc(C)c1S(=O)(=O)N(C)C[C@@H]1OCCCC[C@H](C)Oc2ccc(NC(=O)CCCN(C)C)cc2C(=O)N([C@H](C)CO)C[C@@H]1C
screen / no. | 31 | 32 | 33 | 34 | 35 | 36
mut p53 react | 8 | -14 | . | . | -6 | 3
STK33 kin inh | . | -2 | 4 | -4 | . | .

37	O=C(Nc1sc2c(c1C(=O)NCc1cccnc1)CCCC2)c1ccco1
38	O=C(c1cccc2c1-c1ccccc1C2)N1CCCCC1
39	CCc1c(O)nc(SCC(=O)Nc2ccc(OC)cc2)n(-c2ccccc2C)c1=O
40	O=C(CNC(=O)c1ccc([N+](=O)[O-])cc1)Nc1ccccc1C(F)(F)F
41	C[C@H](CO)N1C[C@H](C)[C@@H](CN(C)S(=O)(=O)c2cccs2)Oc2ccc(NC(=O)c3ccncc3)cc2CC1=O
42	O=C(CC1(O)C(=O)N(C/C=C/c2ccccc2)c2ccccc21)c1ccccn1 (configuration not stated)
screen / no. | 37 | 38 | 39 | 40 | 41 | 42
mut p53 react | 29 | . | 6 | -3 | 2 | -1
STK33 kin inh | 12 | 2 | -1 | -5 | . | 6

43	Cc1ccc(S(=O)(=O)NC(C)C(=O)Nc2ccccc2F)cc1 (configuration not stated)
44	O=C(C[C@H]1C[C@H]2c3cc(NC(=O)c4cccnc4)ccc3O[C@H]2[C@@H](CO)O1)NCc1ccccc1F
45	COc1ccc(Cl)cc1NC(=O)CSc1nnc(-c2ccccc2F)n1C
46	C[C@H](CO)N1C[C@H](C)[C@@H](CN(C)C(=O)NC2CCCCC2)Oc2c(NC(=O)c3ccncc3)cccc2C1=O
47	S=C(Nc1cccc(Cl)c1)Nc1cc(-c2ccc(Cl)cc2)[nH]n1
48	NCCCCCNC(=O)[C@H]1C[C@H]2C(=O)N3CCC[C@H]3C(=O)N2[C@H]1c1cccc(OCCO)c1
screen / no. | 43 | 44 | 45 | 46 | 47 | 48
mut p53 react | 0 | -11 | -10 | -4 | -4 | .
STK33 kin inh | 1 | . | -2 | . | . | -2

49	C[C@@H]1CN([C@H](C)CO)C(=O)CCCn2cc(nn2)CO[C@H]1CN(C)C(=O)Nc1ccccc1F
50	C[C@@H]1CN([C@H](C)CO)C(=O)Cc2cc(NS(C)(=O)=O)ccc2O[C@H]1CN(C)S(=O)(=O)c1ccccc1
51	CC(C)NC(=O)N(C)C[C@H]1Oc2ccc(NC(=O)Cn3cnnn3)cc2CC(=O)N([C@H](C)CO)C[C@H]1C
52	Cc1noc(C)c1NC(=O)Nc1ccc2c(c1)C(=O)N([C@@H](C)CO)C[C@H](C)[C@@H](CN(C)C)O2
53	Cc1ccc(-c2cc(C(F)(F)F)n3ncc(C(=O)NCc4ccco4)c3n2)cc1
54	C[C@@H]1CN([C@H](C)CO)C(=O)CCCn2nncc2CO[C@@H]1CN(C)C(=O)c1ccc(N2CCN(C)CC2)cc1
screen / no. | 49 | 50 | 51 | 52 | 53 | 54
mut p53 react | 4 | . | . | 7 | 2 | 1
STK33 kin inh | -3 | 3 | -1 | . | 11 | 0

55	C[C@@H]1CN([C@H](C)CO)C(=O)Cc2cc(NC(=O)NC3CCCCC3)ccc2O[C@@H]1CN(C)S(=O)(=O)c1cccs1
56	C[C@@H]1CN([C@@H](C)CO)C(=O)c2cc(NS(=O)(=O)c3cccs3)ccc2O[C@@H]1CN(C)Cc1ccc(Cl)c(Cl)c1
57	Cc1ccccc1NC(=O)C(=O)NCc1cccnc1
58	NCC(O)(CS(=O)(=O)O)c1ccc(Cl)cc1 (configuration not stated)
59	C[C@@H]1CCCCO[C@H](CN(C)C)[C@@H](C)CN([C@H](C)CO)C(=O)c2cc(NC(=O)Cc3ccccc3)ccc2O1
60	Cc1noc(C)c1NC(=O)Nc1ccc2c(c1)CC(=O)N([C@H](C)CO)C[C@@H](C)[C@@H](CN(C)S(C)(=O)=O)O2
screen / no. | 55 | 56 | 57 | 58 | 59 | 60
mut p53 react | -1 | . | 11 | 14 | 4 | 10
STK33 kin inh | -6 | 3 | -1 | . | 1 | 0

61	C[C@H]1CN([C@@H](C)CO)C(=O)Cc2cc(NC(=O)Nc3ccc4c(c3)OCO4)ccc2O[C@@H]1CN(C)S(=O)(=O)c1ccccc1
62	O=C(NCCCN1CCOCC1)c1cnn2c(C(F)(F)F)cc(-c3ccccc3)nc12
63	Cn1c2ccccc2c2nnc(SCc3ccc4nonc4c3)nc21
64	CCCC#Cc1ccc2c(c1)O[C@H](CN(C)Cc1ccccn1)[C@H](C)CN([C@@H](C)CO)S2(=O)=O
65	C[C@@H]1CCCCO[C@@H](CN(C)C(=O)Nc2ccccc2)[C@H](C)CN([C@H](C)CO)C(=O)c2cc(NC(=O)NC3CCCCC3)ccc2O1
66	COc1ccccc1NC(=O)c1c(NC(=O)c2cccnc2)sc(C)c1C
screen / no. | 61 | 62 | 63 | 64 | 65 | 66
mut p53 react | . | 4 | 6 | 0 | -33 | ?
STK33 kin inh | 0 | -2 | 1 | . | . | 5

# 4 entries from above, reformatted:
# Value order – mut p53 react	STK33 kin inh
65) C[C@@H]1CCCCO[C@@H](CN(C)C(=O)Nc2ccccc2)[C@H](C)CN([C@H](C)CO)C(=O)c2cc(NC(=O)NC3CCCCC3)ccc2O1
    -33	.
62) O=C(NCCCN1CCOCC1)c1cnn2c(C(F)(F)F)cc(-c3ccccc3)nc12
    4	-2
63) Cn1c2ccccc2c2nnc(SCc3ccc4nonc4c3)nc21
    6	1
64) CCCC#Cc1ccc2c(c1)O[C@H](CN(C)Cc1ccccn1)[C@H](C)CN([C@@H](C)CO)S2(=O)=O
    0	.

# Complete entries, looked up by structure:
# Profile of `C[C@@H]1CCCCO[C@@H](CN(C)C(=O)Nc2ccccc2)[C@H](C)CN([C@H](C)CO)C(=O)c2cc(NC(=O)NC3CCCCC3)ccc2O1` → mut p53 react: -33; STK33 kin inh: .
# Profile of `C[C@H]1CN([C@@H](C)CO)C(=O)Cc2cc(NC(=O)Nc3ccc4c(c3)OCO4)ccc2O[C@@H]1CN(C)S(=O)(=O)c1ccccc1` → mut p53 react: .; STK33 kin inh: 0
# Profile of `COc1ccccc1NC(=O)c1c(NC(=O)c2cccnc2)sc(C)c1C` → mut p53 react: ?; STK33 kin inh: 5

# Returning to the listing with the 4 entries that preceded the break.
63	Cn1c2ccccc2c2nnc(SCc3ccc4nonc4c3)nc21
64	CCCC#Cc1ccc2c(c1)O[C@H](CN(C)Cc1ccccn1)[C@H](C)CN([C@@H](C)CO)S2(=O)=O
65	C[C@@H]1CCCCO[C@@H](CN(C)C(=O)Nc2ccccc2)[C@H](C)CN([C@H](C)CO)C(=O)c2cc(NC(=O)NC3CCCCC3)ccc2O1
66	COc1ccccc1NC(=O)c1c(NC(=O)c2cccnc2)sc(C)c1C
67	COc1ccc(NC(=O)c2ccccc2NC(=O)COc2ccc(Cl)cc2)cc1
68	C[C@@H]1CCCCO[C@@H](CN(C)S(=O)(=O)c2cn(C)cn2)[C@@H](C)CN([C@H](C)CO)C(=O)c2cc(NC(=O)Nc3ccccc3)ccc2O1
69	Cc1onc(-c2ccccc2)c1C(=O)NCCCn1ccnc1
70	Cc1ccc(C)c(NC(=O)CN(c2cccc(F)c2)S(C)(=O)=O)c1
71	C[C@@H]1CCCCO[C@H](CN(C)C(=O)CCCN(C)C)[C@@H](C)CN([C@H](C)CO)C(=O)c2cc(NS(=O)(=O)c3ccccc3)ccc2O1
screen / no. | 63 | 64 | 65 | 66 | 67 | 68 | 69 | 70 | 71
mut p53 react | 6 | 0 | -33 | ? | 6 | . | -32 | 64* | 5
STK33 kin inh | 1 | . | . | 5 | 16 | 2 | 0 | -3 | -4

# Not all compounds are listed. The share of hits here may be higher or lower than overall.
